PREPL inh: inhibitors of human prolyl oligopeptidase-like enzyme PREPL; Q4J6C6; recombinant PREPL, fluorescence polarization activity-based probe; inhibition, % at 5.96 µM; actives 0.68% (n = 320,000); AID 2751; in the data active = inhibition above about 43%;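 also: 0% = enzyme with DMSO and 100% = wells lacking enzyme; many of its hits are not listed in these tables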
PP5 primary: PP5 (human) phosphatase inhibition. P53041. purified PP5c, OMFP substrate fluorescence. inhibition, % at 6.7 µM. actives 0.18% (n = 320,000). AID 1987;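 active = inhibition above the campaign's mean inhibition across all tested compounds plus 3 SD, cut at about 9.5% in these data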;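 also: 0% = DMSO only and 100% = 100 µM cantharidin control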
Target sequence (P53041 whole entry, looked up): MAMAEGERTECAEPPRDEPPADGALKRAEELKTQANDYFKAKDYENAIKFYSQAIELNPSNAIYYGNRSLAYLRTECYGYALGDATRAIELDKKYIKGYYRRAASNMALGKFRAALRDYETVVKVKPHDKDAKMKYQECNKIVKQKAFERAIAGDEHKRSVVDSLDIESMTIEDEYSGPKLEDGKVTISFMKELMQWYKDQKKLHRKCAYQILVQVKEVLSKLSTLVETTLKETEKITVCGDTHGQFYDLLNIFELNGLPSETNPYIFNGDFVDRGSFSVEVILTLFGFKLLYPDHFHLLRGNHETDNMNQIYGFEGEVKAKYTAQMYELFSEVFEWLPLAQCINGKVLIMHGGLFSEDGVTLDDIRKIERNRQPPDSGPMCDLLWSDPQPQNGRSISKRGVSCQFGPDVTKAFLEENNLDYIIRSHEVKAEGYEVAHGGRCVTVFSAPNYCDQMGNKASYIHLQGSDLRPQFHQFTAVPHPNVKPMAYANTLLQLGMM
CTSL1 counter: cathepsin L1 inhibition, PFM18AAP counter-screen | recombinant F. hepatica cathepsin L1, Z-Leu-Arg-MCA fluorescence | inhibition, % at 5.96 µM | actives 0.49% (n = 300,000);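 active = inhibition above the mean of all tested compounds plus 3 SD, set per screening campaign, cut at about 17% in these data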;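 also: 0% = plate median of test compound wells and 100% = 1 µM Z-Phe-Ala-diazomethylketone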
PP1 counter: blocks human PP1-alpha phosphatase, a PP5 counter-screen; P62136; purified PP1alpha, OMFP fluorescence; inhibition, % at 6.7 µM; actives 0.9% (n = 320,000);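 active = inhibition above the mean inhibition of all tested compounds plus 3 SD, computed separately for each screening campaign, cut at about 15% in these data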
LYPLA2 inh: counter-screen for PME1 inhibitors: inhibitors of human LYPLA2; inhibition, % at 5.9 µM; actives 0.38% (n = 320,000); AID 2177; O95372; recombinant LYPLA2, FP-Rh probe fluorescence polarization;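 active = inhibition above the screen-wide mean plus 3 SD, limit set per campaign, cut at about 26% in these data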;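 also: 0% = LYPLA2 with DMSO and 100% = wells lacking LYPLA2 enzyme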
core dimer inh: blocks dimerization of HCV core protein. inhibition, % at 5 µM. TR-FRET GST/Flag-core106 dimerization, 1536-well. AID 1899. actives 0.33% (n = 300,000);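 active = inhibition above the mean of all tested compounds plus 3 SD, set per screening campaign, cut at about 45% in these data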
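test system = GST/Flag-tagged HCV core106 proteins | probe or stimulus = Eu donor and XL665 acceptor anti-tag antibodies | times = compound-protein-antibody incubation 4 h at 22.5 °C | signal = TR-FRET, excitation 340 nm, emission 617 and 671 nm | measure = percent inhibition of core106 dimerization signal | controls = wells lacking GST-core106 and wells with excess unlabelled core106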
Efflux pump inh: inhibitors of Candida antifungal efflux pumps expressed in yeast | actives 0.44% (n = 330,000) | AID 485275 | inhibition, % at 10 µM | S. cerevisiae Candida pump triplex, Nile Red efflux;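 active = plate passing quality check with inhibition over a set limit, or well fluorescence over plate mean plus 4 SD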;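 also: Nile Red retained in pooled yeast measured as flow cytometry median fluorescence; 0% = buffer negative control and 100% = Enniatin B positive control; higher means more Nile Red kept so more efflux inhibition; some compounds called inactive have numbers as strong as hits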
GASC-1 inh: blocks human GASC-1 demethylase activity; Q9H3R0; GST-JMJD2C(1-420) H3K9me3 demethylation, DELFIA europium; inhibition, % at 2.35 µM; actives 0.069% (n = 330,000);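 active = more than half of a compound's replicate wells show inhibition beyond 50%, single wells judged on their own value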;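 also: signal counts dimethyl H3K9 product captured on neutravidin plate; 0% = median of DMSO wells and 100% = 0.3 times that DMSO median; strong numbers were not always called active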
Target sequence (Q9H3R0 1-420 limits assumed): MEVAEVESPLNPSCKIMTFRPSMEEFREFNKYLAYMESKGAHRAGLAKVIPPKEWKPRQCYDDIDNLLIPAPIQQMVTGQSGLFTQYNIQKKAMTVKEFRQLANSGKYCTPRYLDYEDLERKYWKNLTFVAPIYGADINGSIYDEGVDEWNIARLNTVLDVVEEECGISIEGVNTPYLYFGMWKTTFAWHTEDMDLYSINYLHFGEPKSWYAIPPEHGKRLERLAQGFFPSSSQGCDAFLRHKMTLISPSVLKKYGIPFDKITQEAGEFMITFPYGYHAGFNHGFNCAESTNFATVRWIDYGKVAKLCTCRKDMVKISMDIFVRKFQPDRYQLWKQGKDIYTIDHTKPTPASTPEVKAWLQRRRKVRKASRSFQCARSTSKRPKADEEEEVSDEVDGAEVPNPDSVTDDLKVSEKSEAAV
TPT1 inhibitor: inhibitors of Candida albicans tRNA 2'-phosphotransferase TPT1; recombinant caTPT1, FP RNA substrate dephosphorylation; actives 0.81% (n = 300,000); inhibition, % at 5 µM; AID 1962;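 active = inhibition above the mean of all tested compounds plus 3 SD, set per screening campaign, cut at about 24% in these data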;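 also: plate controls were DMSO alone for no effect and ferristatin control at 100 nM for full effect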
An asterisk follows results filed as active; nt = not tested or not shown. Some of the compounds tested; the hit share may differ from the screen's.

SMILES	PREPL inh	PP5 primary	CTSL1 counter	PP1 counter	LYPLA2 inh	core dimer inh	Efflux pump inh	GASC-1 inh	TPT1 inhibitor
CCc1cccc2c(C(=O)C(NCCOC)c3ccccc3)c[nH]c12 (stereo not given)	-5	0.9	-1	-1	7	-6	-0.3	70	-5
CSc1ccc(NC(=O)N2CC=C(n3c(=O)[nH]c4ccccc43)CC2)cc1	16	0.5	14	-3	-1	6	-0.2	3	1
CCOc1ccccc1NC(=S)Nc1ccc(S(N)(=O)=O)cc1	11	2.3	2	0	-5	4	0.2	22	2
Cc1cccc(NC(=O)C2CCCN(S(=O)(=O)c3ccc4[nH]c(=O)ccc4c3)C2)c1 (stereo not given)	-9	0.2	3	-3	-3	2	-0.1	4	1
CS(=O)(=O)N1CCc2cc(-c3csc(NC(=O)Cc4cccs4)n3)ccc21	9	0.7	0	4	-18	8	-0.2	7	-1
CCOc1cc(/C=N/NC(=S)Nc2ccccc2C(F)(F)F)ccc1OCC(=O)N1CCOCC1	10	3.6	3	3	-4	5	-0.3	-6	-3
COc1ccc(CCN2CC(C(=O)Nc3ccc4c(c3)OCO4)CC2=O)cc1OC (stereo not given)	0	-2.2	0	-3	17	7	-0.1	4	0
O=C(NCC(=O)N1CCN(c2ccccc2O)CC1)c1cccs1	21	-0.9	6	-1	2	0	0.0	2	-2
O=C1c2oc3ccccc3c(=O)c2C(c2ccccn2)N1Cc1ccccc1 (stereo not given)	9	-5.4	-2	1	-6	10	0.5	-13	-3
CCCN(CC(=O)Nc1ccccc1C)C(=O)CCCOc1ccc(Br)cc1	31	0.5	nt	7	5	nt	0.2	6	nt
Nc1nc(NCc2ccco2)nc(NC2CCCCC2)c1[N+](=O)[O-]	-3	-2.0	-2	-1	-1	5	0.1	1	2
CCOc1cc(C#N)c(NC(=O)c2cccnc2Cl)cc1OCC	-3	-0.9	-5	-3	-2	4	0.0	9	2

Three compounds out of the list above, arranged by their value in PP5 primary, falling.
Compound	PP5 primary
CSc1ccc(NC(=O)N2CC=C(n3c(=O)[nH]c4ccccc43)CC2)cc1	0.5
CCOc1cc(C#N)c(NC(=O)c2cccnc2Cl)cc1OCC	-0.9
O=C1c2oc3ccccc3c(=O)c2C(c2ccccn2)N1Cc1ccccc1 (stereo not given)	-5.4

Other entries
SMILES	PREPL inh	PP5 primary	CTSL1 counter	PP1 counter	LYPLA2 inh	core dimer inh	Efflux pump inh	GASC-1 inh	TPT1 inhibitor
CCc1noc(C)c1C(=O)N1CCCSC1=Nc1ccccc1C(C)C	14	2.0	-2	4	-4	4	0.4	-14	1
O=C(Cn1[nH]c(=O)c2ccccc2c1=O)Nc1cccnc1	-6	0.8	-1	-1	3	-3	-0.1	-1	1
CC(=O)c1ccc(N2CCN(Cc3nc(Cc4ccccc4)no3)CC2)cc1	4	2.7	-1	-1	7	-2	0.0	5	-2
CCOC(=O)Cn1c(=O)oc2cc(S(=O)(=O)N(CCN(C)C)Cc3ccccc3)ccc21	2	0.2	-1	3	-4	-5	0.0	3	3
COc1ccccc1OCc1ccc(C(=O)Nc2ccccc2)cc1	10	1.7	nt	-1	1	nt	0.5	13	nt
CN(Cc1ccccc1Cl)C(=O)c1cnccc1C(F)(F)F	-8	2.6	0	-9	-4	-2	0.1	9	1
CCOC(=O)C1CCCN(Cc2nc(N)nc(Nc3ccc(OC)cc3)n2)C1 (stereo not given)	4	-0.1	2	-2	8	-2	0.1	2	-1
CSc1nc2sc3c(c2c(=O)[nH]1)CC(C)(C)OC3	0	-0.8	-14	-4	-8	5	0.0	30	-4
CC(C)C(=O)Nc1nc2cc3c(cc2s1)OCCO3	7	2.9	0	-4	0	2	-0.1	0	0
COc1ccc(-n2nc(C(=O)NCCCN3CCOCC3)c3ccccc3c2=O)c(OC)c1	0	1.9	1	0	0	4	-0.1	-5	-2
CN1CCN(CC(=O)N2c3ccccc3C(C)(c3ccccc3)CC2(C)C)CC1 (stereo not given)	23	2.6	1	-4	1	-7	0.1	-16	1
CCCN1C(=O)c2ccccc2NC1c1ccc(O)c(OCC)c1 (stereo not given)	-12	0.9	-3	-2	0	0	0.1	14	0
CCC(C)NC(=O)C1c2ccccc2C(=O)N1Cc1ccccc1 (stereo not given)	9	-1.0	-5	-4	2	1	0.0	-5	-1
CCOc1ccc(S(=O)(=O)Nc2ccc(C(=O)NCC(c3ccco3)N3CCCCC3)cc2)cc1 (stereo not given)	-1	1.9	3	-4	-1	4	0.2	2	-1
COc1ccc(C(=O)OCC(=O)c2c(N)n(C)c(=O)n(C)c2=O)cc1OC	3	-0.9	-1	-4	3	-3	0.0	-8	1
COc1ccc(CCNc2oc(COc3ccccc3F)nc2C#N)cc1	-6	0.4	2	-4	2	-4	0.1	-12	3
Cc1cccc(C)c1OCC(=O)N(Cc1ccc(N(C)C)cc1)C1CCS(=O)(=O)C1 (stereo not given)	4	0.2	-5	-5	-1	-2	-0.1	-12	-2
Cc1nn(-c2cc(N3CCOCC3)ccc2[N+](=O)[O-])c(=O)c2ccccc12	-3	0.3	3	-4	4	-1	-0.9	5	1
O=c1cc(NCC2CCCO2)[nH]c(=O)n1-c1ccc(Cl)cc1 (stereo not given)	2	0.1	-1	3	0	3	-0.4	8	0
O=C(c1nc2ccccn2c1CNCCCn1cccn1)N1CCCC1	6	4.9	-3	-2	-6	1	0.2	-7	-3
COc1ccc(CNS(=O)(=O)c2ccc(-c3cnc(C4CC4)o3)cc2)cc1	-29	3.1	-1	2	4	-4	0.7	5	-3
Cn1c(NC(=O)C[n+]2cc(-c3ccc(F)cc3)n3c2CCC3)cc(=O)n(C)c1=O	18	-2.5	-2	0	5	0	0.0	-15	-2
CCc1ccc(NC(=O)CCc2c(C)nn(-c3ccc(N4CCCCC4)nn3)c2C)cc1	11	4.4	13	0	6	-4	-0.2	10	-2
Cc1cc(NC(=O)C2CC(c3ccc(F)cc3)=NO2)no1 (stereo not given)	2	-3.1	-1	-3	-1	-5	0.1	-4	-2
COc1ccc(C(=O)NCc2cccnc2)cc1Br	2	1.7	-1	-1	4	-2	0.0	18	3
CC(=O)Nc1ccc(S(=O)(=O)N(C#N)c2nc(C)cc(C)n2)cc1	-7	-5.9	-1	-7	-7	-6	0.2	-13	4
Cn1c(SCC(=O)NCc2ccc3c(c2)OCO3)nnc1-c1cc2ccccc2cc1O	1	1.8	0	1	2	-1	0.1	0	1
CC(=O)c1cccc(S(=O)(=O)NC2CC2)c1	-2	2.4	-1	-2	1	-3	-0.2	4	-1
COc1ccc(C2C(C(C)=O)=C(C)Nc3ncnn32)cc1[N+](=O)[O-] (stereo not given)	3	-2.9	-2	0	0	-6	0.2	-8	3
CC(C)(C)C(=O)COC(=O)c1ccc(N)c([N+](=O)[O-])c1	-1	0.8	0	2	0	5	0.0	-6	-1
COC(=O)[C@@]1(Cc2ccc(F)cc2)[C@H]2c3cc(C(=O)N4CCCC4)n(CCCNc4ncc(C(F)(F)F)cc4Cl)c3C[C@H]2CN1C(=O)c1ccccc1	7	5.5	1	2	-10	24	0.3	4	4
COc1cccc(NC(=O)CSc2ccc3nnc(-c4ccccn4)n3n2)c1	-37	4.3	-2	-3	1	-2	0.1	-5	2
Cc1ccc2oc(=O)c3cnn(CC(=O)N(CCC(C)C)Cc4ccco4)c3c2c1	-3	-1.8	7	3	-1	13	-0.1	1	-1
CCC(C)(C)NC(=O)CN(CCc1cccc(C)c1)C(=O)c1csnn1	25	-1.3	-1	-3	7	0	0.0	7	-5
O=C(NC(c1ccccc1)c1ccccc1)C1(c2cccs2)CCOCC1	12	-1.7	1	-2	3	6	-0.1	-4	-2
Cc1sc2nc(SC3CCOC3=O)n(Cc3ccccc3)c(=O)c2c1C (stereo not given)	7	0.9	4	4	1	11	0.1	6	-5
CCSc1cc(N2CCCC2)nc(-c2ccccc2)n1	-2	-0.4	-1	-3	16	-2	0.0	-1	3
c1ccc(-c2noc(CN3CCN(c4cnccn4)CC3)n2)cc1	27	1.3	-2	-3	2	2	0.0	0	-1
Cn1c(SCC(=O)NCc2ccco2)nnc1-c1cccs1	-1	-1.7	1	0	-7	5	-0.1	-1	0
Cn1cc(Cl)c(-c2n[nH]c(=S)n2C2CCCCC2)n1	4	0.1	0	-3	-4	2	0.0	4	-2
Cc1ccccc1CNC1CCCCC1	6	1.2	0	-2	5	-18	0.1	-1	2
O=C(NC12CC3CC(CC(C3)C1)C2)c1cccnc1Cl	-2	2.6	-5	-1	4	5	0.0	-3	0
COc1ccc(C(=O)N2CCc3cc(OC)c(OC)cc3C2)cc1OC	4	2.2	3	-2	5	-2	0.0	-6	-5
C=CCNC(=O)CN1C2CCCC1CC(NC(=O)c1ccccc1C)C2 (stereo not given)	-2	-1.2	-3	2	-8	9	-0.1	0	0
COc1ccc(C/C(C)=N/NC(=S)Nc2ccccc2F)cc1	1	-0.4	2	3	-3	1	0.0	1	-1
O=Cc1cn(-c2ccccc2)nc1-c1cc2cc(O)ccc2oc1=O	15	2.1	1	28*	6	-1	0.1	-1	7
CCC(C)[C@H](NC(=O)NCc1ccc(Cl)cc1)C(=O)OC (stereo not given in full)	-4	-1.7	-3	-2	6	-6	-0.1	3	-2
O=C(CNC(=O)c1ccccc1)OCc1nnc(-c2ccc(Cl)cc2)o1	-12	-2.0	-12	-3	1	0	-0.1	6	-1
C=CCn1c(SCC(=O)NC(=O)c2cccn2C)nc2ccccc2c1=O	11	1.6	0	4	2	15	-0.1	-9	1
CC(CN1CCCCCC1)C(=O)NN (stereo not given)	29	-1.1	-6	-3	11	-1	0.1	-7	2
CCCOC(=O)c1ccc(NC(=O)C(=O)NCCN(CC)CC)cc1	-5	2.4	0	-2	3	7	0.0	2	1
COc1ccccc1CC1CC(=O)N(c2cccc(Cl)c2C)C1=O (stereo not given)	1	1.9	2	-1	-8	-12	-0.2	12	4
N#CC1=C(SCc2ccccc2)NC(=O)CC1c1cccc(O)c1 (stereo not given)	1	2.4	0	-4	0	0	0.1	-5	3
O=C(Nc1ccc(Br)cc1)N1CCCCCC1	-2	0.6	-1	-2	1	6	-0.2	-14	1
Cc1ccccc1C(=O)N=c1ccn(-c2nc3ccccc3nc2NS(=O)(=O)c2ccc(F)cc2)cc1	7	1.1	1	0	12	-21	0.0	-10	5
COc1cc(CCC(=O)OCC(=O)NC(=O)c2ccc(Cl)cc2)cc(OC)c1OC	0	0.0	-32	-1	-2	15	-0.1	-3	6
Cc1nc(-c2coc3c(CN(C)C)c(O)ccc3c2=O)cs1	4	1.9	1	-3	2	-1	0.1	-4	2
COc1ccc(NCc2ccc([N+](=O)[O-])s2)cc1	3	2.1	-1	0	3	-9	0.0	-3	3
O=C(Nc1ccc(F)cc1)c1cccnc1N1CCCCC1	7	0.9	2	-2	-2	3	1.3	-35	-3
Cc1ccc(-c2cc(C(=O)Nc3ccccn3)c3ccccc3n2)o1	20	0.2	2	5	-3	64*	-0.1	0	2
NNC(=O)C12CC3CC(C1)CC(n1ncnn1)(C3)C2	2	-1.4	6	-2	-3	3	4.0	0	-3
COc1cc(OC)c(CN2CCN(c3ccc(F)cc3)CC2)cc1Br	11	1.1	0	-1	4	-4	0.0	3	1
Cc1cc(OC(=O)c2c(Cl)cc(Cl)cc2Cl)nc(C)n1	1	2.0	1	-4	2	3	0.0	5	4

Screens (PubChem)
